NOD2 RIPK2 PPI = blocks binding of human NOD2 to RIPK2. AID 624267. actives 0.38% (n = 360,000). CHO BLA complementation NOD2-RIPK2, CCF4 ratio. inhibition, % at 4.98 µM; in the data active = inhibition above about 21%;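 note: 0% = vehicle only and 100% = reference blocker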
Target sequence (O43353 whole entry, looked up): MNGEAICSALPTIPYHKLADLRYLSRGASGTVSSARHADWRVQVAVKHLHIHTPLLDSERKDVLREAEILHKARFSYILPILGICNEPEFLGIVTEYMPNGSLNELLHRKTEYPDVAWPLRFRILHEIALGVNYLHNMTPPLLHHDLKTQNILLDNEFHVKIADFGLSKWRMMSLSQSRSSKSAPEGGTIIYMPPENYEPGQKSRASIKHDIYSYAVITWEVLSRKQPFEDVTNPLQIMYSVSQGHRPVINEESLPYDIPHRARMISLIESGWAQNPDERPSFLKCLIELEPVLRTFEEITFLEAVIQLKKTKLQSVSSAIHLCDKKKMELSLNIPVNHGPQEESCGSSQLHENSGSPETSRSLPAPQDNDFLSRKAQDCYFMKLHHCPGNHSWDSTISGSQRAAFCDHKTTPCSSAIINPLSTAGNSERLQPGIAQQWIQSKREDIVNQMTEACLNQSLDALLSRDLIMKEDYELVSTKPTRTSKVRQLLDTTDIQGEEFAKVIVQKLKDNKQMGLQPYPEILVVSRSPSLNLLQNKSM
MC4R antag cAMP = blocks human MC4R cAMP signaling; P32245; MC4R-expressing cells, MTII-stimulated cAMP, LANCE TR-FRET; inhibition, % at 6.5 µM; actives 0.48% (n = 360,000); AID 540295;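 active = inhibition above its plate's cutoff, the mean of tested wells on that plate plus 3 SD, cut at about 29% in these data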;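 note: 0% = Melanotan II alone and 100% = Melanotan II plus saturating MCL0020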
Target sequence (P32245 whole entry, looked up): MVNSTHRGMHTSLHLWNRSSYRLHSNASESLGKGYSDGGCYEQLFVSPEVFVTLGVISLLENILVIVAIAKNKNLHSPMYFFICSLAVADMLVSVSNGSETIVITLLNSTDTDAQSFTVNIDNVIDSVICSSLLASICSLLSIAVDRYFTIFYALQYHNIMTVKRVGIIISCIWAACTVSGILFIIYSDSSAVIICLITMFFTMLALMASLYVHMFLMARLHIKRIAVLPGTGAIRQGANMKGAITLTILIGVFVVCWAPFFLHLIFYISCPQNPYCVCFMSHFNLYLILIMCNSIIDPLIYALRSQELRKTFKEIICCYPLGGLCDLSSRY
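System: U2OS cells stably expressing human melanocortin 4 receptor (MC4R). Reagent: Melanotan II challenge after compound preincubation. Doses: 6.5 µM. Times: 30-min compound, 1-h challenge, 1-h detection, room temperature. Measured by: TR-FRET with Eu-cAMP and labeled anti-cAMP, 671 nm. Replicates: singlicate.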
Vif imaging = inhibitors of HIV Vif; actives 0.35% (n = 340,000); inhibition, % at 7.49 µM; HEK293T cells, Vif self-association by quenched fluorescence, imaging, 24 h; AID 602346; in the data active = inhibition above about 50%, passing the limit was not always enough; inconclusive = no clear call, values can overlap the other calls; inactive = below about 31%; note: some results filed as inactive read as strong as hits
TLR9-MyD88 inh = TLR9-MyD88 interaction inhibition; CHO BLA complementation TLR9-MyD88, CCF4 FRET ratio; inhibition, % at 4.98 µM; actives 0.21% (n = 340,000); AID 504734;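 active = inhibition above the mean over all tested compounds plus 3 SD, cut at about 21% in these data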;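 note: 0% = DMSO only wells and 100% = clavulanate BLA inhibitor control wells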
ABHD5 PLIN5 PPI = inhibitors of human ABHD5-perilipin-5 interaction; Q00G26+Q8WTS1; Split G. princeps luciferase complementation, luminescence, 4 h; inhibition, % at 4 µM; actives 0.78% (n = 360,000); AID 602281;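 active = inhibition above the mean inhibition across every tested compound plus 3 SD, cut at about 22% in these data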;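 note: 0% = DMSO only wells and the 100% control is not disclosed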
ABCB6 inh 2 = human ABCB6 transporter inhibition. fluorescence ratio to DMSO, % at 10 µM. actives 0.19% (n = 360,000). AID 602162. Q9NP58. K562-ABCB6 porphyrin accumulation, flow cytometry, 1 h; hits give low values;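 active = fluorescence ratio to DMSO below 75%, the collection mean minus 3 SD; inconclusive = too few cells collected in the well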;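 note: signal is porphyrin accumulated inside mitochondria; 100% equals median channel fluorescence of DMSO control wells; lower ratio means ABCB6 inhibition with less porphyrin fluorescence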
MC4R ag barr = activates human MC4R beta-arrestin recruitment; P32245; U2OS MC4R beta-arrestin complementation, luminescence; percent of melanotan II response, DMSO zero; activation, % at 8.9 µM; actives 0.98% (n = 360,000); AID 540308;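 active = activation above a per-plate cutoff, the mean activation of sample wells on that plate plus 3 SD, cut at about 8% in these data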
aDG glyco act = increases alpha dystroglycan glycosylation; Pro5-aDG cells, alpha-DG glycosylation AlphaScreen (IIH6); 0% Pro5, 100% B10-LARGE cell signal; activation, % at 10 µM; actives 0.22% (n = 360,000);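 active = activation of at least 8% versus controls, or a plate z-score of at least 8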;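 note: Pro5 are CHO cells carrying HIG-tagged alpha-DG that lacks glycosylation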
Granule exo inh = lytic granule exocytosis inhibition; TALL-104 LAMP-1 surface exposure, flow cytometry; cells stimulated with thapsigargin and PMA; inhibition, % at 10 µM; actives 0.66% (n = 360,000); AID 651702;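 active = inhibition above about 55%, limit read from the data; inconclusive = no clear call, values can overlap the other calls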
N-glyco inh = N-linked glycosylation inhibition | D54 ERlucT glycosylation luciferase reporter, 24 h; percent of 100 nM tunicamycin response | reporter increase, % at 12.5 µM | actives 0.23% (n = 360,000);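 active = mean luciferase reporter signal, scaled so untreated is 0 and the glycosylation-blocking control 100, at or above a set limit in every replicate; inconclusive = mean reaches the limit but not every replicate does; inactive = mean below the limit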;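 note: luciferase carries N-glycosylation sites so blocking glycosylation raises the light; 0% = median of neutral control wells and 100% = median of 100 nM tunicamycin wells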
Numbers without * were called inactive; ? = inconclusive; · = no result given.

SMILES	NOD2 RIPK2 PPI	MC4R antag cAMP	Vif imaging	TLR9-MyD88 inh	ABHD5 PLIN5 PPI	ABCB6 inh 2	MC4R ag barr	aDG glyco act	Granule exo inh	N-glyco inh
O=C(Cc1ccc(S(=O)(=O)N2CCOCC2)s1)NCC1CCCCC1	-6	6	·	1	-1	114	-0.6	0.0	1	-1
Cn1cccc1C(=O)NC(=O)CSc1nc2ccccc2s1	3	7	-3	4	2	98	-0.4	0.1	-3	0
N/C(=N\OC(=O)/C=C/c1ccccc1)c1ccc(Cl)cc1	-6	8	-7	·	-2	91	0.8	-0.1	-1	1
O=C(CN1C(=O)c2ccccc2C1=O)Nc1ccc(S(=O)(=O)N2CCOCC2)cc1	0	-8	16	9	4	96	-0.8	0.2	3	2
CCN(CC)c1ccc2c(C)cc(=O)oc2c1	-8	-2	-7	-19	11	102	0.6	-0.2	-7	3
CC(C)(C)c1ccc(-c2noc(-c3ccc4c(c3)CCO4)n2)cc1	1	9	-2	7	2	86	0.1	0.1	-6	-3
CCCc1nc2ccccc2c(=O)n1CC(=O)c1ccccc1	-10	7	-2	-7	-1	105	0.7	0.0	-2	0
Cc1ccc(S(=O)(=O)N2CCN(C(=O)Cc3ccsc3)CC2)c(C)c1	13	-3	·	-1	-4	100	-2.6	0.1	4	·
O=C(NNC(=S)NCc1ccc(Cl)cc1)c1ccc2c(c1)OCO2	1	0	-2	-3	-6	105	-2.0	0.1	2	3
O=C(c1ccccn1)N1CCN(C(=O)c2ccccn2)CC1	-12	-3	-12	7	8	93	0.2	-0.4	-3	2
CCc1cccc(C)c1NC(=O)CO/N=C(\N)CC(=O)NC1CCCCC1	-5	-5	17	-1	-6	118	3.6	0.3	-1	2
O=C(Nc1ncc(Cc2ccc(C(F)(F)F)cc2)s1)c1ccc(-c2cccc([N+](=O)[O-])c2)o1	-9	1	-16	-1	3	94	-2.4	-0.1	-4	-5
CCN(CC)CCNC(=O)C1CCN(S(=O)(=O)N2CCCCC2)CC1	-8	13	-4	-14	-7	102	3.9	-0.1	-4	1
Cc1ncoc1C(=O)N1CCCC(C(=O)Nc2cccc(-c3ccc(F)cc3)c2)C1 (stereo not given)	-8	10	-15	-4	19	101	2.5	1.0	-3	1
COc1cc(C(F)(F)F)nc2ccc(C#CCOC(=O)Nc3ccccc3)cc12	-8	6	6	-2	-1	95	14*	-0.1	40	-4
COc1cc(/C=C/C(=O)c2ccc3c(c2)OCCO3)cc(OC)c1OC	1	5	-4	5	15	96	-0.2	0.3	19	42*
Cc1cc(C)c[n+](-c2nc3ccccc3nc2[N-]S(=O)(=O)c2ccc(Br)s2)c1	-3	-5	12	-2	1	173	-1.5	-0.5	15	-2
O=C(Nc1ccccc1C(=O)O)c1ccc(Cl)c(S(=O)(=O)N2CCOCC2)c1	-18	15	-5	-13	8	118	-0.8	0.2	-2	0
CCCn1c(N)c(C(=O)CSc2nc3ncc(Cl)cc3[nH]2)c(=O)n(C)c1=O	1	0	14	-2	1	98	-0.7	-0.2	-1	0
CCOC(=O)C1=NN(c2cccc(Cl)c2)C2=NC(C)=C(C(=O)OC)C(c3cccs3)N12 (stereo not given)	2	6	7	8	-4	93	0.5	0.3	0	0
S=c1[nH]nc(C2(c3ccccc3)CCCC2)o1	-1	-3	-8	3	-1	91	-0.6	2.7	0	0
CSCCC(NC(=O)c1ccccc1Cl)C(=O)N1CCN(C(C)=O)CC1 (stereo not given)	1	6	14	-3	-3	98	-1.1	0.0	-2	1
O=C(Nc1cccc(Br)c1)c1ccc(Cl)c(S(=O)(=O)N2CCOCC2)c1	-11	2	-11	7	0	89	0.3	2.4	39	-9
O=C(O)C1CC=CCC1C(=O)NCCc1cccc(Cl)c1 (stereo not given)	-7	-5	·	-6	0	102	-1.1	-0.3	-1	-1
CCC(=O)Nc1c(-c2ccccc2Cl)c(=O)c2ccccc2n1C	-6	8	-5	-1	-6	104	0.9	0.0	-13	3
COc1ccc(/C=C(\C#N)C(=O)OCC(=O)NC2CC2)cc1	-10	6	5	-5	11	95	4.9	1.3	2	1
O=S(=O)(NCc1ccco1)c1ccc2c(c1)Cc1ccccc1-2	-9	2	10	0	19	102	-1.4	0.2	-1	2
CC(=O)Nc1ccc(NC(=O)C(C)OC(=O)/C=C/c2cccs2)cc1 (stereo not given)	-3	10	-1	5	-3	95	-2.5	0.0	-2	-1
CCc1ccc(NC(=O)C2CCN(S(=O)(=O)c3c(C)noc3/C=C/N(C)C)CC2)cc1	-11	2	-6	10	-2	101	-0.2	-0.2	0	-3
CC1CN(C2CCN(S(=O)(=O)Cc3ccccc3)CC2)CC(C)O1 (stereo not given)	-13	18	-2	-4	0	100	-1.9	0.2	-2	0
CCOC(=O)CCc1c(C)nc2cc(-c3ccc(Cl)cc3)[nH]n2c1=O	0	21	12	-10	-8	88	0.9	0.3	0	-2
CCN(CC(=O)NCc1cccs1)C(=O)c1ccc(-c2ccc(F)cc2)o1	7	7	-7	-4	19	96	0.7	0.0	-5	10
COC(=O)N/N=C(C)/C=C/c1ccccc1	-6	-5	0	1	-4	102	-1.1	0.0	-2	-1
COc1ccc(CN2CCC(C(=O)c3ccc(Cl)cc3)CC2)cc1	-3	16	0	-9	-1	104	0.5	0.0	7	-3
N#C/C(=C\c1c(N2CCCCCC2)nc2ccccn2c1=O)C(N)=O	4	5	3	-5	6	98	-1.1	-0.1	-9	-1
COc1ccc(C(=O)Nc2cccnc2)cc1S(=O)(=O)N1CCOCC1	3	6	-2	-3	2	104	0.9	-0.1	-2	0
CN(C)S(=O)(=O)c1cc(NC(=O)CSc2cccc[n+]2[O-])ccc1Cl	4	0	-1	-9	3	99	1.1	-0.3	-2	2
O=C(Nc1ccccc1Oc1ccccc1)c1cccs1	-4	2	5	-7	2	107	0.6	0.3	0	-4
COC(=O)c1cc(COc2ccc3c(c2)oc(=O)c2ccccc23)c(C)o1	-8	2	12	-1	2	92	3.5	0.2	-4	1
Cc1[nH]nc2c1C(c1cn[nH]c1-c1ccc(F)cc1)C(C#N)=C(N)O2 (stereo not given)	-12	-3	-2	9	5	105	0.5	0.1	5	-3
COc1cc(/C=C2\C(=N)N3N=C(C)SC3=NC2=O)cc(OC)c1OCCOc1ccccc1C	-2	0	5	-1	-3	98	-1.5	0.0	9	4
Cc1noc(/C=C/c2cccs2)c1S(=O)(=O)N1CCC(C(=O)NCCCN2CCC(C)CC2)CC1	2	-4	6	7	8	94	-0.8	0.7	7	-2
COc1cc(C=c2c3ccccc3n3c2cc(-c2ccccc2)[n+]3C)cc(OC)c1OC	-17	-14	-20	-18	-28	161	2.9	1.0	19	-8
CSc1nc(C)c(Cc2ccccc2)c(=O)[nH]1	-3	-3	-3	5	-1	94	-4.3	-0.5	-2	1
CC(c1nnc(SCC(=O)Nc2cccnc2Cl)n1-c1ccccc1)N(C)C (stereo not given)	10	4	0	0	2	100	-0.6	-0.5	-2	2
CCOc1ccc(N(CC(=O)NCc2ccc(C)cc2)S(=O)(=O)c2c(C)[nH]c(=O)[nH]c2=O)cc1	-5	0	7	-10	-6	102	-2.6	0.0	17	0
CC(=O)Nc1oc(-c2cccc3ccccc23)nc1C#N	-7	6	-6	1	0	105	0.3	-0.2	0	1
CC(C)CN1CCC1(C)C(=O)Nc1cc(-c2ccccc2)nn1C (stereo not given)	9	-3	6	·	-1	89	1.3	-0.1	-5	2
COc1cc(C(=O)NCCSc2ccc(Br)cc2)cc(OC)c1OC	-8	3	-4	-2	-4	100	-1.3	-0.2	-2	1
O=C(CNC(=S)N(Cc1ccccc1)Cc1cccnc1)NC1CCCCC1	-2	7	-10	-11	0	96	-1.1	0.0	1	-1

One compound at a time, from the list above. Order of screens: NOD2 RIPK2 PPI | MC4R antag cAMP | Vif imaging | TLR9-MyD88 inh | ABHD5 PLIN5 PPI | ABCB6 inh 2 | MC4R ag barr | aDG glyco act | Granule exo inh | N-glyco inh
Cc1ncoc1C(=O)N1CCCC(C(=O)Nc2cccc(-c3ccc(F)cc3)c2)C1 (stereo not given) as listed: -8 | 10 | -15 | -4 | 19 | 101 | 2.5 | 1.0 | -3 | 1
S=c1[nH]nc(C2(c3ccccc3)CCCC2)o1 as listed: -1 | -3 | -8 | 3 | -1 | 91 | -0.6 | 2.7 | 0 | 0
CN(C)S(=O)(=O)c1cc(NC(=O)CSc2cccc[n+]2[O-])ccc1Cl as listed: 4 | 0 | -1 | -9 | 3 | 99 | 1.1 | -0.3 | -2 | 2

Next section.
SMILES	NOD2 RIPK2 PPI	MC4R antag cAMP	Vif imaging	TLR9-MyD88 inh	ABHD5 PLIN5 PPI	ABCB6 inh 2	MC4R ag barr	aDG glyco act	Granule exo inh	N-glyco inh
Cc1ccc2nc3sc(C(=O)N4CCCc5ccccc54)c(N)c3cc2c1	9	-4	3	6	-10	212	-3.2	0.1	16	17
O=C(NNC(=S)NC1CC2C=CC1C2)c1cccnc1 (stereo not given)	-9	3	5	·	0	102	0.7	-0.1	-4	2
COc1cc(C(=O)Nc2ccc(C(=O)c3cccs3)cc2)cc(OC)c1OC	-2	13	-6	3	-13	90	-0.5	0.1	4	2
CCOC(=O)c1sc(/N=C/c2c(O)ccc3ccccc23)cc1C	5	-8	-4	5	-2	96	-0.5	0.1	1	1
CC(=O)c1ccc(S(=O)(=O)Nc2ccc(C(=O)NCC(c3cccs3)N3CCOCC3)cc2)cc1 (stereo not given)	-25	4	-1	-12	3	101	1.0	-0.3	0	3
Cc1ccc(S(=O)(=O)N2CCN(C(=O)COC(=O)CNC(=O)c3ccc(Cl)cc3Cl)CC2)c(C)c1	-7	15	5	13	2	?	1.0	-0.1	-5	0
CCOc1ccccc1N1CCN(C(=O)c2ccc3c(c2)OCO3)CC1	-9	5	-5	-2	-5	99	-3.1	-0.2	-1	1
CCCCOc1ccc(CN=C(N)N)cc1Cl	0	-7	12	1	8	100	-1.6	0.0	0	4
N#CC(C#N)=c1ccc2c(c1)N1C(c3ccccc3)=CC(c3ccccc3)C3CCCCC31N=2 (stereo not given)	3	-5	11	9	7	138	2.2	-0.5	-1	13
COc1ccccc1/C=C/C=N/n1c(-c2ccccn2)n[nH]c1=S	2	1	-3	7	-4	95	-1.8	0.1	-6	-4
CCOc1ccc(NCc2cccn2-c2nnc(N3CCC(C(=O)NCCCN4CCCCC4C)CC3)s2)cc1 (stereo not given)	9	2	8	2	3	95	-0.9	0.9	0	-1
O=C(COC(=O)/C=C/c1cccc([N+](=O)[O-])c1)NCCCN1CCCC1=O	1	10	2	-2	1	98	-0.6	-0.1	16	-1
Clc1ccc(-c2cc(COc3ccc4ccccc4c3)no2)cc1	-17	10	17	-19	-1	104	2.4	-0.3	-1	4
COc1cc(/C=C2/C(=O)N(c3ccc(C(=O)O)cc3)N=C2C)cc(OC)c1O	-12	-5	2	0	-5	100	-2.6	0.1	-7	1
C=CCSc1nn2c(=O)c3ccccc3nc2s1	8	8	6	-4	-1	100	-1.6	-0.1	0	-2
COc1cc(-c2ccc(NC(=O)CN3CCC(C)CC3)c(OC)c2)ccc1NC(=O)CN1CCC(C)CC1	-2	3	1	-3	-3	90	-0.9	18*	4	-10

Bioassay records from PubChem.

Only part of the results is shown, so the mix of outcomes need not match the whole.
